ARNT TACC3 PPI = disruptors of ARNT/TACC3 protein interaction, primary screen, biochemical, AlphaScreen, single concentration; AlphaScreen His-ARNT PAS-B/GST-TACC3 binding, luminescence; TACC3 fragment carries E629A point mutation; inhibition, % at 9.99 µM; actives 0.66% (n = 390,000);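 active means mean inhibition of replicates at least 50% and at least half of replicates each reaching 50%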;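 further: 0% = complete ARNT plus TACC3 wells and 100% = ARNT alone without TACC3; many hits fall short of the cut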
PAX8 reporter = inhibitors of PAX8-driven TPO luciferase reporter, primary screen, RMG-I cells, single concentration; SteadyGlo, 24 h; actives 1.2% (n = 360,000); AID 652154, 2013; inhibition, % at 12.6 µM;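 active means mean replicate inhibition at least 60% with every replicate also reaching 60%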;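 further: luciferase light reporting Pax8 driven TPO promoter activity; plate controls were median of neutral control wells for no effect and mitoxantrone controls for full effect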
PGC1a acetyl inh = inhibitors of PGC1a acetylation signal, primary screen, cell-based, U2OS, AlphaScreen, inhibitor mode. actives 0.17% (n = 350,000). AlphaScreen anti-acetyl-lysine; with virally co-expressed GCN5 acetyltransferase. AID 651687, 2012. inhibition, % at 15.6 µM;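 active means every replicate shows inhibition of at least 40%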;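 further: 0% = neutral control wells and 100% = positive control wells; some results beyond the cut were filed as inactive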
Cneo AK release = Cryptococcus neoformans cell lysis inducers, primary screen, AK release luminescence, single concentration. lysis activity, % at 15 µM. AID 651654, 2012. actives 0.2% (n = 360,000). C. neoformans lysis, adenylate kinase release luminescence, 4 h; normalised: neutral wells 0, clomiphene wells 100;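 active means mean lysis activity across replicates of at least 80%, whatever share of replicates individually reach that level; inactive means mean lysis activity below 80%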
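Material – Cryptococcus neoformans yeast cells · Quantity – 5 × 10^6 yeast cells/mL · Buffer or medium – YPD medium · Compound – single dose · Timing – 4 h static compound exposure, 37 °C, read 1 h post-reagent · Signal – adenylate kinase release luminescence · Read-out basis – lysis from increased AK signal · Benchmarks – Clomiphene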
Statin myotox sup = suppressors of statin myotoxicity in C2C12 myotubes, primary screen, cell-based, single point, plate reader; C2C12 myotubes + simvastatin, ATP luminescence, 48 h; scaled: DMSO 0, geranylgeraniol control 100; rescue of ATP level, % at 7.49 µM; actives 0.78% (n = 330,000); AID 602340, 2012;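 active means mean ATP rescue above about 67%, or every replicate alone reaching that limit, limit read from the data, passing the limit was not always enough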;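 further: myotubes were challenged with 10 µM simvastatin during compound exposure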
LGR2 inh = inhibitors of bursicon-induced LGR2 CRE-luciferase signal, primary screen, cell-based, HEK293, CRE-luciferase reporter, bursicon stimulation. Drosophila bursicon receptor LGR2 (rickets). actives 0.35% (n = 380,000). bursicon-stimulated, 4 h. inhibition, % at 9.99 µM;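 active means drop in luminescence signal, shown as inhibition above about 50% in the replicate tests, limit read from the data, passing the limit was not always enough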;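 further: agonist challenge used bursicon conditioned medium at about half maximal strength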
GSIS activator = GLuc luminescence reporter in INS-1E cells, primary screen for activators of glucose-dependent secretion of insulin. INS-1E GLuc reporter insulin secretion, 2-3 h. activation, % at 16.6 µM. actives 0.61% (n = 370,000). AID 743287, 2014;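 active means lowest replicate activation of at least 40%, so every replicate reaches that level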;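 further: 0% = median of neutral control wells and 100% = median of IBMX positive control wells; some compounds called inactive have numbers as strong as hits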
PglD inh = C. jejuni PglD acetyltransferase inhibitors, primary screen, biochemical, DTNB colorimetric, single point; purified PglD enzyme, DTNB colorimetric CoA detection; inhibition, % at 12.5 µM; actives 0.098% (n = 360,000); AID 602405, 2012; in the data active means inhibition above about 16%, passing the limit was not always enough; further: strong numbers were not always called active
Active calls of the source: *; nt = not tested or not shown. Random draw from the library; any-hit rate near 2.9%.

SMILES | ARNT TACC3 PPI | PAX8 reporter | PGC1a acetyl inh | Cneo AK release | Statin myotox sup | LGR2 inh | GSIS activator | PglD inh
O=C(NCCc1ccccc1Cl)C1CCC(=O)N(Cc2cccc(C(F)(F)F)c2)C1 (stereo unspecified) | -3 | 3 | 12 | 2 | -8 | -11 | 1 | 3
Cc1cccc(NC(=O)CSc2ncnc3sc(C)cc23)c1 | -6 | 1 | nt | 0 | -7 | -1 | -2 | 5
C[C@H]1CN([C@@H](C)CO)C(=O)CCCn2nncc2CO[C@H]1CN(C)C(=O)Nc1ccccc1F | -1 | -8 | -7 | -2 | -3 | -3 | 7 | 3
COc1ccc(NC(=O)C2(C)CCN2C(=O)c2ccc(C(C)(C)C)cc2)cc1OC (stereo unspecified) | nt | 24 | -4 | -1 | 0 | -7 | -44 | -4
CC(=O)NC1CC2CCCC(C1)N2C(=O)Nc1cccc(C)c1 (stereo unspecified) | 0 | -1 | 4 | -1 | 16 | 6 | 3 | -4
CCN1C[C@@H]2[C@@H]3C(=O)N(Cc4ccccc4)C(=O)[C@@H]3[C@](C)(C1=O)N2C(=O)c1ccc(C(C)(C)C)cc1 | -4 | -12 | nt | 2 | 12 | 11 | -12 | -2
CCn1c(SCC(=O)Nc2ccc(N3CCOCC3)cc2)nnc1-c1ccncc1 | 2 | 5 | 0 | 2 | -4 | -12 | 11 | -3
O=C(CCN1C(=O)COc2ccccc21)NCc1cccnc1 | -15 | nt | 5 | 0 | 18 | 12 | 2 | -2
Cc1ccc(-n2nc(C(=O)O)nc2-c2ccccc2)cc1 | -17 | nt | -7 | 1 | 2 | nt | nt | -5
Cc1nc2ccc(NC(=O)CCC3CCCC3)cc2s1 | 7 | -73 | -7 | 2 | -10 | -45 | -9 | -6

The list goes on, starting with the last 2 of the part before.
SMILES | ARNT TACC3 PPI | PAX8 reporter | PGC1a acetyl inh | Cneo AK release | Statin myotox sup | LGR2 inh | GSIS activator | PglD inh
Cc1ccc(-n2nc(C(=O)O)nc2-c2ccccc2)cc1 | -17 | nt | -7 | 1 | 2 | nt | nt | -5
Cc1nc2ccc(NC(=O)CCC3CCCC3)cc2s1 | 7 | -73 | -7 | 2 | -10 | -45 | -9 | -6
Cc1ccc(C(=O)Nc2ccc(S(=O)(=O)NCc3ccco3)cc2)cc1 | 1 | nt | 10 | -1 | -3 | nt | nt | 0
CCCNC(=O)N(C)C[C@H]1Oc2ncc(C#Cc3ccncc3)cc2C(=O)N([C@@H](C)CO)C[C@H]1C | -4 | nt | 28 | -1 | -4 | 3 | -3 | -1
COc1ccc(COCC23N=C4SCCCN4[C@H](c4ccccc4O2)[C@H]3COC(=O)c2ccccc2)cc1 | -10 | -21 | -19 | 6 | nt | nt | nt | -3
CCCN1[C@@H]2Cn3c(ccc(C4=CCCCC4)c3=O)[C@H]1[C@@H](C(=O)NCCc1ccncc1)[C@@H]2CO | nt | -39 | 10 | nt | nt | -24 | -1 | nt
Oc1ccccc1N1CCN(Cc2ncc(-c3ccccc3)o2)CC1 | -4 | -25 | nt | -3 | 6 | 24 | 5 | -5
Cc1cccc(NC(=S)N(CCCN2CCCC2)Cc2cccn2Cc2ccc(Cl)cc2)c1 | 7 | -10 | -18 | -1 | 7 | -1 | -4 | -4
O=[N+]([O-])c1ccc(Cl)c(C[n+]2cccc3ccccc32)c1 | 1 | 19 | -6 | 2 | -3 | 19 | 13 | -1
Nc1nc(Nc2ccccc2)nc(NCc2ccco2)c1[N+](=O)[O-] | 3 | nt | 4 | -9 | 14 | 13 | 42 | 1
COc1ccc(NC(=O)N2CCCCN3[C@H](C2)[C@@H](c2ccc(-c4ccccc4C)cc2)[C@@H]3CO)cc1 | -3 | 0 | -4 | 0 | nt | 2 | -24 | 4
O=C(NC(=S)Nc1ccc(CN2CCOCC2)cc1)c1ccccc1[N+](=O)[O-] | -9 | 5 | nt | -1 | nt | 18 | -1 | -5
CC[C@@]1(C(=O)OC)N[C@H](CN(C)C(=O)c2ccc(C)cc2)[C@@H]2C(=O)N(C)C(=O)[C@@H]21 | -4 | 3 | nt | 0 | 3 | -30 | 22 | 1
C[C@H]1CN([C@@H](C)CO)C(=O)c2cccc(NC(=O)Nc3cccc4ccccc34)c2O[C@H]1CN(C)Cc1ccncc1 | -6 | 13 | -5 | 1 | 14 | -13 | -5 | 4
Cc1nc(CC(=O)NNS(=O)(=O)c2cccc(Cl)c2Cl)cs1 | -5 | nt | 1 | 0 | -1 | 6 | 6 | 2
O=C(C1CCC1)N1CC[C@@H]2[C@H]1c1cc(C#Cc3ccc(F)cc3)ccc1N[C@@H]2CO | nt | -14 | 15 | nt | nt | 7 | -1 | nt
CCN(CC)CCNC(=O)/C(=C/c1cn(CC)c2ccccc12)NC(=O)c1cc(OC)c(OC)c(OC)c1 | 1 | 17 | -17 | nt | nt | -17 | nt | nt
O=C(Nc1ccc2c(c1)CCC2)c1cnc(Cl)c(Cl)c1 | -3 | -37 | -8 | nt | nt | -48 | 16 | nt
CCN(CC)c1ccc(/C=N/N2CCN(Cc3cccc4ccccc34)CC2)c(O)c1 | -6 | nt | 9 | -3 | -11 | 11 | -20 | 12
C[C@H]1CN([C@@H](C)CO)C(=O)Cc2cc(NC(=O)C3CCCCC3)ccc2O[C@H]1CN(C)C(=O)Nc1ccccc1 | -7 | 1 | nt | -5 | -15 | -1 | -3 | 0
Cc1c(O)ccc(/C(Cc2ccc3ccccc3n2)=N\O)c1O | 3 | 3 | -6 | -2 | 16 | nt | nt | nt
Cc1cc(Nc2cccc(Cl)c2C)n2ncnc2n1 | nt | 11 | -7 | 0 | 6 | 0 | 14 | -2
CCN(CC)C(=S)SCC(=O)c1ccc(Br)cc1 | nt | -39 | 5 | 3 | -6 | -15 | 3 | 4
CON(C)S(=O)(=O)c1cccc(C(=O)Nc2ccc(S(=O)(=O)NC3=NCCCCC3)cc2)c1 | 4 | 7 | -6 | -1 | -5 | -3 | -8 | 4
C(=N\n1cnnc1)/c1cn(-c2cccs2)nc1-c1ccccc1 | 1 | nt | 4 | -9 | -6 | nt | nt | -1
Cc1noc(C)c1S(=O)(=O)Nc1ccc2c(c1)CC(=O)N([C@@H](C)CO)C[C@H](C)[C@H](CN(C)C(=O)Nc1ccc3c(c1)OCO3)O2 | -56 | -13 | -1 | 1 | 13 | -6 | 7 | -41
C[C@H](CO)N1C[C@H](C)[C@H](CN(C)CC2CC2)OCc2cnnn2CCCC1=O | -11 | -3 | -1 | -1 | -9 | -3 | 18 | 1
Cc1nc2cc(NC(=O)Nc3ccc(N4CCOCC4)cc3)ccc2n1C | -6 | nt | 10 | 1 | 7 | -2 | 25 | -4
COc1ccccc1C1CC(c2ccccc2)Nc2ncnn21 (stereo unspecified) | -4 | nt | 6 | 4 | 0 | -2 | -10 | -7
O=S1(=O)C[C@@H](N2CCC(Cc3ccccc3)CC2)[C@H](COCc2ccccc2)N1 | nt | 8 | nt | 2 | 9 | -5 | -14 | -3
CCOc1cc(CNCCc2ccc(S(N)(=O)=O)cc2)ccc1OCc1ccccc1 | 1 | nt | -8 | 2 | 14 | nt | -15 | 4
CCOc1ccccc1NC(=O)CN1CCC(C(=O)c2ccc(OC)cc2)CC1 | 0 | 12 | 6 | -1 | -4 | 14 | -31 | 7
Cc1ccccc1N(C(=O)Cn1nnc2ccccc21)C(C(=O)NCc1ccco1)c1ccncc1 (stereo unspecified) | 7 | nt | -6 | -1 | -25 | nt | nt | 5
O=C1OC(c2ccccc2)=N/C1=C/c1cccc(OC(=O)c2cccs2)c1 | -3 | nt | 15 | -1 | nt | nt | nt | 6
CNC(=O)C1CC(=O)N(c2ccc(OCC(=O)NCc3ccccc3)cc2)C1 (stereo unspecified) | -2 | 9 | 7 | 0 | 29 | -1 | -1 | -2
CC1(c2ccc([N+](=O)[O-])cc2)NC(=O)N(CC(=O)c2ccc3c(c2)OCO3)C1=O (stereo unspecified) | 1 | 1 | 13 | -1 | -11 | -2 | 7 | 0
CC(C)Oc1cc(F)ccc1-c1cc(C(=O)NCc2cccnc2)[nH]n1 | nt | 5 | 5 | -1 | 5 | -2 | -10 | 3
COCC(=O)N1C[C@@H](C)[C@H](OC)CN(C)C(=O)c2ccc(NS(C)(=O)=O)cc2OC[C@@H]1C | -2 | -6 | 1 | -4 | -7 | 3 | 24 | 4
CC(=O)NCCc1ccc(C(=O)COC(=O)c2cc(C)oc2C)cc1 | 2 | nt | 10 | -8 | -2 | -11 | 4 | 2
Cc1ccc(NC(=O)Cn2c(=O)cnc3ccccc32)cc1S(=O)(=O)N(C)C | -1 | 8 | nt | nt | nt | -9 | -17 | nt
C[C@@H]1CN([C@H](C)CO)C(=O)c2cccc(NS(C)(=O)=O)c2O[C@@H]1CN(C)C(=O)Nc1cccc2ccccc12 | 22 | 4 | -3 | 7 | -13 | -7 | 22 | 2
COc1ccc(CC(NC(C)=O)C(=O)NC2CCN(c3nc(C)cc(C)c3C#N)CC2)cc1 (stereo unspecified) | 8 | 11 | nt | nt | nt | -1 | 0 | nt
Cc1ccc(S(=O)(=O)N2CCN(c3ccc([N+](=O)[O-])cn3)CC2)cc1 | -7 | -8 | 3 | nt | nt | 2 | 9 | nt
CCOC(=O)c1nnn(-c2nonc2-n2cccc2)c1C | -5 | nt | -11 | 0 | 11 | nt | nt | -2
CNC(=O)N(C1=NCC(C)S1)c1ccc(F)cc1F (stereo unspecified) | -1 | -1 | nt | -2 | -3 | nt | nt | 3

By substructure, the compounds so far containing a halogen.
SMILES | ARNT TACC3 PPI | PAX8 reporter | PGC1a acetyl inh | Cneo AK release | Statin myotox sup | LGR2 inh | GSIS activator | PglD inh
O=C(NCCc1ccccc1Cl)C1CCC(=O)N(Cc2cccc(C(F)(F)F)c2)C1 (stereo unspecified) | -3 | 3 | 12 | 2 | -8 | -11 | 1 | 3
C[C@H]1CN([C@@H](C)CO)C(=O)CCCn2nncc2CO[C@H]1CN(C)C(=O)Nc1ccccc1F | -1 | -8 | -7 | -2 | -3 | -3 | 7 | 3
Cc1cccc(NC(=S)N(CCCN2CCCC2)Cc2cccn2Cc2ccc(Cl)cc2)c1 | 7 | -10 | -18 | -1 | 7 | -1 | -4 | -4
O=[N+]([O-])c1ccc(Cl)c(C[n+]2cccc3ccccc32)c1 | 1 | 19 | -6 | 2 | -3 | 19 | 13 | -1
Cc1nc(CC(=O)NNS(=O)(=O)c2cccc(Cl)c2Cl)cs1 | -5 | nt | 1 | 0 | -1 | 6 | 6 | 2
O=C(C1CCC1)N1CC[C@@H]2[C@H]1c1cc(C#Cc3ccc(F)cc3)ccc1N[C@@H]2CO | nt | -14 | 15 | nt | nt | 7 | -1 | nt
O=C(Nc1ccc2c(c1)CCC2)c1cnc(Cl)c(Cl)c1 | -3 | -37 | -8 | nt | nt | -48 | 16 | nt
Cc1cc(Nc2cccc(Cl)c2C)n2ncnc2n1 | nt | 11 | -7 | 0 | 6 | 0 | 14 | -2
CCN(CC)C(=S)SCC(=O)c1ccc(Br)cc1 | nt | -39 | 5 | 3 | -6 | -15 | 3 | 4
CC(C)Oc1cc(F)ccc1-c1cc(C(=O)NCc2cccnc2)[nH]n1 | nt | 5 | 5 | -1 | 5 | -2 | -10 | 3
CNC(=O)N(C1=NCC(C)S1)c1ccc(F)cc1F (stereo unspecified) | -1 | -1 | nt | -2 | -3 | nt | nt | 3
